# Source: PubChem BioAssay (The Scripps Research Institute Molecular Screening Center)
# CHRM1 antagonist – human CHRM1 antagonism; P11229; CHO-K1 hM1, Fluo-8 calcium fluorescence, ACh EC80 antagonist; inhibition, % at 3 µM; actives 1.3% (n = 360,000);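 active = percent inhibition above its own plate's cutoff, namely the mean of that plate's compound wells plus 3 SD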;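 note: peak over basal fluorescence ratio during 140 s after agonist addition; 0% = ACh EC80 plus DMSO and 100% = DMSO alone without agonist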
# Target sequence (P11229 whole entry, looked up): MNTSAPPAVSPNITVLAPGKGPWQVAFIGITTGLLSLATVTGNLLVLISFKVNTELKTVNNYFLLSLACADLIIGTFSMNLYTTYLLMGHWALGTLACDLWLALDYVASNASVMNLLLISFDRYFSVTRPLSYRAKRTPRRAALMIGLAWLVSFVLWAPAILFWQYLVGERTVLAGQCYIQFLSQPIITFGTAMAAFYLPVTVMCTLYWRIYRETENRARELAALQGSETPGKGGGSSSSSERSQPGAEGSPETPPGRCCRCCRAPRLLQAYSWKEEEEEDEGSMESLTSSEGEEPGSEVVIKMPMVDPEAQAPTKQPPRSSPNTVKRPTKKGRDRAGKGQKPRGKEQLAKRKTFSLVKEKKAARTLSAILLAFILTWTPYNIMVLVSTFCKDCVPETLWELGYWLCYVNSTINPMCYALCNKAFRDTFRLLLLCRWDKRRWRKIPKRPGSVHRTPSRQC
# CHO parental Ca – counter-screen: ATP calcium response change in parental CHO cells; actives 0.63% (n = 330,000); parental CHO-K1, ATP-induced calcium, Fluo-8 fluorescence; inhibition, % at 5.6 µM;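 active = inhibition above that plate's mean sample inhibition plus 3 SD, cut at about 26% in these data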;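 note: 0% = ATP-challenged DMSO wells and 100% = DMSO wells without ATP; some compounds past the cut are filed as inactive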
#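 Test system: untransfected parental CHO cell line. Compound: one dose, 5.6 µM nominal. Detection: intracellular calcium via Fluo-8 no-wash fluorescent dye. Measure: % inhibition. Benchmarks: ATP-challenged DMSO wells low, unchallenged DMSO wells high.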
# TAAR1 agonist – human TAAR1 agonism; Q96RJ0; CHO RD-HGA16 TAAR1, Fluo-8 calcium fluorescence; vehicle wells 0%, saturating PEA agonist 100%; activation, % at 3 µM; actives 0.99% (n = 360,000); AID 624467;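 active = activation above the mean activation of all test compounds in the run plus 3 SD, cut at about 38% in these data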
# Target sequence (Q96RJ0 whole entry, looked up): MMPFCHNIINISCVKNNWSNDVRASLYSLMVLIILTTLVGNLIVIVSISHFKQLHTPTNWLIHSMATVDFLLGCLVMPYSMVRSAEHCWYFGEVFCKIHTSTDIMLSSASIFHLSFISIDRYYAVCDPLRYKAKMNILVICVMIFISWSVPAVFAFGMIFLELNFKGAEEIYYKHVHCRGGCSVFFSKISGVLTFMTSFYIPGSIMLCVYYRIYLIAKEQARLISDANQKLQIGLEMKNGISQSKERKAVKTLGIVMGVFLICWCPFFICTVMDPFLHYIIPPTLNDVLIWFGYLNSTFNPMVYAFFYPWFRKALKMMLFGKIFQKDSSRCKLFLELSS
#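 Test system: RD-HGA16 (CHO) cells co-expressing Gα16 and hTAAR1 / Benchmarks: DMSO vehicle as 0%, PEA at EC100 as 100% / Repeats: no replicates (n 1) / Measure: % activation from peak over basal fluorescence ratio, DMSO-to-PEA scaled / Timing: 17-24 h plating, Fluo-8 75 min 37 °C, 30 min RT / Technique: kinetic Fluo-8 calcium fluorescence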
# CHO-K1 Ca antag – M1 antagonist counterscreen hit in parental CHO-K1 cells. actives 0.6% (n = 360,000). inhibition, % at 3 µM. ATP-induced calcium, Fluo-8 fluorescence;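 active = inhibition above a per-plate cutoff, the plate's mean sample inhibition plus 3 SD, cut at about 24% in these data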;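 note: 0% = DMSO plus EC80 ATP and 100% = DMSO alone without ATP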
# TAAR1 antagonist – human TAAR1 antagonism; Q96RJ0; CHO RD-HGA16 TAAR1, Fluo-8 calcium fluorescence, antagonist; inhibition, % at 3 µM; actives 1.5% (n = 360,000);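 active = inhibition above a per-plate cutoff, the mean inhibition of test compounds on that plate plus 3 SD, cut at about 49% in these data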;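 note: 0% = DMSO plus EC80 beta-PEA response and 100% = DMSO alone without agonist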
#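 System: RD-HGA16 CHO cells with stable hTAAR1 and Gα16 | Probe or stimulus: EC80 β-phenethylamine stimulus | Dosing: 3 µM, single point | Times: Dye loading 75 min at 37 °C, then 30 min room temperature | Measured by: Fluo-8 calcium-sensitive fluorescence | Read-out basis: % inhibition of agonist calcium response | Replicates: n of 1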
# CHO-K1 Ca ag – nonselective activator or artifact in parental CHO-K1 cells. Fluo-8 calcium fluorescence; scaled to maximal ATP response, vehicle zero. activation, % at 3 µM. actives 0.48% (n = 360,000). AID 602248; in the data active = activation above about 15%;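 note: untransfected CHO-K1 host cells lacking M1 receptor as counterscreen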
# M1 ag – activates human CHRM1 receptor | actives 0.33% (n = 360,000) | activation, % at 3 µM | P11229 | CHO-K1 hM1, Fluo-8 calcium fluorescence, agonist mode; 0% DMSO, 100% acetylcholine EC100;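 active = activation above the run's mean compound activation plus 3 SD, cut at about 16% in these data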;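 note: peak over basal fluorescence ratio within a 140 s kinetic read after compound addition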
# M1 PAM parental – M1 PAM counterscreen hit in parental CHO-K1 cells | ATP EC20, Fluo-8 calcium fluorescence; 0% at ATP EC20, 100% at ATP max | activation, % at 3 µM | actives 0.02% (n = 360,000);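 active = activation above the run cutoff, the mean activation of all test compounds plus 3 SD, cut at about 40% in these data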;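 note: peak over basal fluorescence ratio in a 140 s read after ATP addition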
# M1 PAM – potentiates human M1 receptor response to acetylcholine; activation, % at 3 µM; AID 588819; CHO-K1 hM1, Fluo-8 calcium fluorescence, ACh EC20; 0% = ACh EC20, 100% = maximal ACh; actives 0.088% (n = 360,000); P11229; in the data active = activation above about 19%, passing the limit was not always enough
# An asterisk follows results filed as active; x = not tested or not shown.
1	COc1cccc(NC(=O)CN(C)C(=O)Cc2cccc3ccccc23)c1
2	O=C(c1ccc(Cl)c(S(=O)(=O)Nc2ccc(F)cc2)c1)N1CCN(c2ccccn2)CC1
3	CCCCCCCC(=O)OCC(=O)[C@@]1(O)CC[C@H]2[C@@H]3CCC4=CC(=O)CC[C@]4(C)[C@H]3[C@@H](O)C[C@@]21C
4	Cc1cccc(C)c1NC(=O)Cn1nc(C)n2cccc2c1=O
5	N=c1c(C(=O)NC2CCCC2)cc2c(=O)n3ccccc3nc2n1C1CCCC1
6	CCOC(=O)c1c(NC(=O)CC)sc2c1CCN(Cc1ccccc1)C2
7	CC(=O)Nc1ccc(S(=O)(=O)N2CCC(C(=O)N[C@@H](Cc3ccccc3)C(=O)O)CC2)cc1
8	Oc1ccc2oc3c(c2c1/C=N/n1cnnc1)CCCC3
9	CC#Cc1cc2c(cc1O)CCC1C2CCC2(C)C(O)CCC12 (stereo not given)
10	O=C(CSc1ccc(-c2nc3ccccc3[nH]2)cn1)Nc1ccc2c(c1)OCCO2

entry no.,1,2,3,4,5,6,7,8,9,10
CHRM1 antagonist,4,21,-9,-6,17,-2,-9,-3,4,2
CHO parental Ca,-6,-22,-25,-4,-1,-5,2,-4,x,-16
TAAR1 agonist,1,18,-2,0,-1,18,2,2,4,x
CHO-K1 Ca antag,-10,-7,-1,0,7,9,18,-6,-4,-5
TAAR1 antagonist,-10,35,1,-24,-9,-8,2,-13,25,x
CHO-K1 Ca ag,1.5,6.8,1.9,-0.3,-0.3,1.4,-0.3,0.3,0.2,1.9
M1 ag,-7,0,-6,-3,-6,-2,-2,-6,-4,-3
M1 PAM parental,11,-5,9,-21,-2,12,17,18,-2,-14
M1 PAM,2,-13,-16,1,-9,-4,9,8,-7,-10

11	Oc1c(C(c2ccc(Cl)cc2)N2CCCC2)cc(Cl)c2cccnc12 (stereo not given)
12	CN1C(=O)N(C)C2C1N(C)S(=O)(=O)N2C (stereo not given)
13	C=CCSc1nc(O)c(CC)c(=O)n1C(C)CC (stereo not given)
14	CCCNc1nc(C)cc(-c2cc(-c3ccc(Cl)cc3)on2)n1
15	O=C(COC(=O)Cc1ccccc1F)NNC(=O)c1ccc(Cl)cc1
16	Cc1cccc(N(CC(=O)NC(C)(C)C)C(=O)CS(=O)CC(=O)Nc2ccc(F)cc2)c1 (stereo not given)
17	Cc1ccc(-n2nnnc2SCC(=O)Nc2sc(C)c(C)c2C#N)cc1C
18	N#CCC(=O)N/N=C/c1cccc(Oc2ccccc2)c1
19	CC(C)OCCCNC(=O)C1CCN(S(=O)(=O)N2CCCC2)CC1
20	Cc1ccc(NC2=NCC(=O)N2Cc2ccc3c(c2)OCO3)cc1

entry no.,11,12,13,14,15,16,17,18,19,20
CHRM1 antagonist,-1,-12,-2,-5,-10,-7,-15,9,-1,-21
CHO parental Ca,2,-3,-1,-14,-5,-16,-3,-17,-1,-15
TAAR1 agonist,2,1,4,7,0,12,2,5,10,5
CHO-K1 Ca antag,0,-12,-15,-16,-2,-17,-14,1,-10,-13
TAAR1 antagonist,6,2,0,17,3,-5,-29,17,-1,-6
CHO-K1 Ca ag,0.6,-0.2,1.4,2.3,0.2,1.4,0.3,1.9,0.9,2.5
M1 ag,-4,-3,-2,-4,-3,-3,6,-6,-11,1
M1 PAM parental,-7,-3,20,22,-7,23,5,8,13,21
M1 PAM,4,10,2,4,5,6,0,-3,11,6

21	COc1ccccc1C(=O)N1CCN(C(=O)c2ccncc2)CC1
22	CCOC(=O)[C@H]1[C@H]2COc3ccc(Cl)cc3[C@@H]2N2C(=O)CN(Cc3ccc(C)cc3)C(=O)[C@@]12C
23	CC(=O)c1cnc2c(-c3ccccc3)c(C(F)(F)F)nn2c1C
24	O=C(N/N=C/c1ccsc1)c1ccc2ccccc2n1
25	Cc1ccc(-c2nnc(CSc3nncn3N)o2)cc1
26	O=C(O)/C(=C\c1ccco1)NC(=O)c1cccc2ccccc12
27	COc1ccccc1NC(=O)C1CCN(S(=O)(=O)c2cccc3nonc23)CC1
28	COc1ccc(-c2sc3cc4c(cc3c2C#CC2(O)CCCCC2)OCO4)cc1
29	NC(=O)NOCc1c(F)cccc1Cl
30	COc1cc(C)c(CN2CCN(C(C)C(=O)NC(C)c3ccccc3)CC2)cc1OC (stereo not given)

entry no.,21,22,23,24,25,26,27,28,29,30
CHRM1 antagonist,-24,-19,-2,-5,12,-13,-20,-12,2,-5
CHO parental Ca,5,-32,12,-15,-2,1,-8,-47,5,-2
TAAR1 agonist,6,10,13,17,9,1,6,8,2,-1
CHO-K1 Ca antag,-10,-2,-8,0,-3,-9,-14,-25,-13,-13
TAAR1 antagonist,-10,9,-1,-6,-16,-10,-1,-10,7,-2
CHO-K1 Ca ag,0.6,0.1,-0.6,0.5,-0.3,0.3,1.3,4.1,4.5,0.1
M1 ag,-1,-5,-13,-5,-1,-5,-2,-3,-8,2
M1 PAM parental,24,-7,3,18,-5,12,10,36,27,-7
M1 PAM,10,13,-14,5,-6,9,4,14,1,3

31	CCN(CC)C(=O)C(=O)c1cn(CC(=O)NCc2ccc3c(c2)OCO3)c2ccccc12
32	COc1ccc(-n2c(SCC(=O)c3c(N)n(C)c(=O)n(C)c3=O)nc3ccccc32)cc1
33	CCCn1nc(NS(=O)(=O)c2ccccc2)c2cc3ccccc3nc21
34	FC(F)(F)c1cc(Oc2ccccc2)nc(-c2ccccn2)n1
35	CC(=O)c1ccc(NC(=O)CCc2ccc(C)o2)cc1
36	CCC(C)c1ccc(S(=O)(=O)N2CCN(CC(O)COCC3CCCO3)CC2)cc1 (stereo not given)
37	COc1ccc(OC)c(NC(=O)c2cc(S(=O)(=O)N(C)C)ccc2N2CCCC2)c1
38	CCCCOC(=O)n1c(=S)oc2cc(Cl)ccc21
39	Cc1ccc2nc(/C(C#N)=C\c3ccc(Oc4ccc([N+](=O)[O-])cn4)cc3)[nH]c2c1
40	COC(=O)c1scc2c(=O)cc(C(F)(F)F)[nH]c12

entry no.,31,32,33,34,35,36,37,38,39,40
CHRM1 antagonist,2,-30,-9,2,-8,-12,-8,-14,0,2
CHO parental Ca,-14,-20,-20,-8,-9,x,-25,-5,-3,0
TAAR1 agonist,1,12,0,3,1,0,1,12,0,22
CHO-K1 Ca antag,-8,7,-9,-5,0,12,-2,4,6,-10
TAAR1 antagonist,-17,0,-10,4,-15,-2,-7,5,30,-2
CHO-K1 Ca ag,0.7,0.0,1.2,-0.1,-0.3,-0.2,0.1,0.9,0.2,-0.3
M1 ag,-4,0,-2,-6,1,-2,-3,-2,-2,-3
M1 PAM parental,5,4,18,18,-18,12,-15,6,-4,-12
M1 PAM,2,2,8,13,19,11,5,0,10,2

# Five of these compounds, set out differently:
# Every second line gives: CHRM1 antagonist, CHO parental Ca, TAAR1 agonist, CHO-K1 Ca antag, TAAR1 antagonist, CHO-K1 Ca ag, M1 ag, M1 PAM parental, M1 PAM
(34) FC(F)(F)c1cc(Oc2ccccc2)nc(-c2ccccn2)n1
  2, -8, 3, -5, 4, -0.1, -6, 18, 13
(38) CCCCOC(=O)n1c(=S)oc2cc(Cl)ccc21
  -14, -5, 12, 4, 5, 0.9, -2, 6, 0
(36) CCC(C)c1ccc(S(=O)(=O)N2CCN(CC(O)COCC3CCCO3)CC2)cc1 (stereo not given)
  -12, x, 0, 12, -2, -0.2, -2, 12, 11
(37) COc1ccc(OC)c(NC(=O)c2cc(S(=O)(=O)N(C)C)ccc2N2CCCC2)c1
  -8, -25, 1, -2, -7, 0.1, -3, -15, 5
(39) Cc1ccc2nc(/C(C#N)=C\c3ccc(Oc4ccc([N+](=O)[O-])cn4)cc3)[nH]c2c1
  0, -3, 0, 6, 30, 0.2, -2, -4, 10

# More entries
41	O=C(COc1ccccc1F)Nc1nnc(C2CCCC2)s1
42	COc1ccc(-c2csc3ncnc(N4CCN(S(=O)(=O)c5ccccc5C#N)CC4)c23)cc1
43	Cc1cccc(Nc2nc(N)nc(-c3oc4ccccc4c3C)n2)c1
44	CCOC(=O)C(CC)n1cnc2c(cnn2-c2ccc(Cl)cc2)c1=O (stereo not given)
45	O=C1C(=O)N(CCCN2CCOCC2)C(c2ccc(F)cc2)/C1=C(/O)c1ccccc1 (stereo not given)
46	COc1ccc(NC(=O)Nc2nc(C(N)Cc3ccc(C(F)(F)F)cc3)cs2)cc1 (stereo not given)
47	COCCNc1ncnc2c1ncn2[C@H]1CN(CCOC)C[C@@H](CO)O1
48	Cc1cc(C)c(C2C3=C(Nc4c2c(C)nn4-c2ccccn2)c2ccccc2C3=O)c(C)c1 (stereo not given)
49	O=C(NCc1cccc(Cl)c1)c1ccc(CS(=O)Cc2ccc(Cl)cc2)o1 (stereo not given)
50	CCOc1ccccc1NC(=O)CCNS(=O)(=O)c1ccccc1

entry no.,41,42,43,44,45,46,47,48,49,50
CHRM1 antagonist,13,-3,-4,6,-5,5,10,2,-1,10
CHO parental Ca,-24,-3,-38,-7,-7,x,x,-18,-12,-16
TAAR1 agonist,-2,1,2,8,0,40*,2,x,1,-1
CHO-K1 Ca antag,-14,-11,-12,13,4,6,7,-10,-15,-8
TAAR1 antagonist,-30,-8,-50,45,-9,50*,2,x,13,7
CHO-K1 Ca ag,0.1,2.6,1.6,1.5,0.7,4.4,0.2,3.0,7.1,1.5
M1 ag,-5,-3,1,-2,-3,7,-2,-6,-6,-3
M1 PAM parental,-13,-10,17,-6,5,8,-8,20,12,7
M1 PAM,-12,-1,2,-4,2,6,-3,3,5,0

51	O=C(Cn1c(S(=O)(=O)Cc2ccccc2)nc2ccccc21)N1CCCCC1
52	O=C(c1cc(COc2ccc(F)cc2Cl)on1)N1CCCC(c2ccccc2)C1 (stereo not given)
53	CC(C)CC(=O)Nc1ccc(C(=O)COC(=O)CN2C(=O)NC3(CCCCC3C)C2=O)cc1 (stereo not given)
54	Cc1sc2ncnc(SCC(=O)N3CCCCC3)c2c1C
55	O=C(/C=C/c1ccc2c(c1)OCO2)N1CCN(c2ccccc2F)CC1
56	CCOC(=O)c1ccc(NC(=O)C2CCCN(S(=O)(=O)c3ccc(F)cc3)C2)cc1 (stereo not given)

entry no.,51,52,53,54,55,56
CHRM1 antagonist,-12,-3,-2,-4,-8,48*
CHO parental Ca,-12,-19,x,-20,-8,9
TAAR1 agonist,4,4,6,11,6,20
CHO-K1 Ca antag,-6,1,6,-2,-4,6
TAAR1 antagonist,7,28,-4,-7,-7,67*
CHO-K1 Ca ag,2.0,-0.4,4.6,12,0.2,10
M1 ag,-5,1,-1,-4,-9,2
M1 PAM parental,21,-4,-6,14,22,-1
M1 PAM,6,9,2,5,7,-17
